C-LANA FP – inhibitors of KSHV LANA C-terminal domain DNA binding. MBP-C-LANA/FAM-LBS DNA binding, fluorescence polarization. inhibition, % at 9 µM. 0.078% of 340,000 active. AID 504423;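 active = highest replicate inhibition at or above 60% at 9 µM, even if other replicates fall short; inactive = all replicates below 60% inhibition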;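 also: 0% = neutral control wells and 100% = 4 µM acridine orange control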
Keap1 Nrf2 FP – inhibitors of human Keap1-Nrf2 protein-protein interaction; 0.15% of 340,000 active; Keap1 Kelch-Nrf2 peptide fluorescence polarization, 1536-well; AID 504523; inhibition, % at 9.4 µM; in the data active = inhibition above about 12%;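 also: human Keap1 Kelch domain with fluorescein labeled Nrf2 9mer peptide probe; 0% = neutral control wells and 100% = peptide positive control; higher means more block of Keap1 binding to Nrf2 peptide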
Wnt bcat act – activators of Wnt/beta-catenin signaling; Wnt/beta-catenin reporter cell assay, activator, plate reader; activation, % at 9.35 µM; 1.2% of 300,000 active; AID 743398; in the data active = activation above about 30%, passing the limit was not always enough;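 also: 0% = neutral control wells and 100% = positive control wells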
Cardiac RTF inh – cardiac RTF calcium desensitization; P19429+P45379; IANBD-labeled cardiac RTF, Ca2+ fluorescence; 0.12% of 340,000 active; inhibition, % at 7.15 µM;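 active = inhibition above the mean inhibition of all tested compounds plus 3 SD, cut at about 17% in these data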;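 also: assay run at fixed EC70 calcium of 1.6 mM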
V-ATPase pH – alters yeast V-ATPase proton transport | S. cerevisiae, pHLuorin cytosolic pH fluorescence | response, % at 10 µM | 0.37% of 350,000 active | AID 504577; in the data active = response mostly above about 7.3%, no sharp cut-off; inactive = mostly below about 5.4%; also: actives read high; inactives centre near 0; some compounds called inactive have numbers as strong as hits; reference of the scale not given here
MOR-DOR inv ag – inverse agonist of human OPRM1-OPRD1 heterodimerization. inhibition, % at 9.3 µM. cell-based MOR-DOR heterodimer luminescence, inverse agonism. 0.21% of 340,000 active. AID 504357. P35372+P41143; in the data active = inhibition above about 22%, passing the limit was not always enough;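 also: 0% = cells with DMSO and 100% = wells without cells with DMSO; values of inactives mirror those of a sister screen read the other way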
Target sequence (P35372 whole entry, looked up): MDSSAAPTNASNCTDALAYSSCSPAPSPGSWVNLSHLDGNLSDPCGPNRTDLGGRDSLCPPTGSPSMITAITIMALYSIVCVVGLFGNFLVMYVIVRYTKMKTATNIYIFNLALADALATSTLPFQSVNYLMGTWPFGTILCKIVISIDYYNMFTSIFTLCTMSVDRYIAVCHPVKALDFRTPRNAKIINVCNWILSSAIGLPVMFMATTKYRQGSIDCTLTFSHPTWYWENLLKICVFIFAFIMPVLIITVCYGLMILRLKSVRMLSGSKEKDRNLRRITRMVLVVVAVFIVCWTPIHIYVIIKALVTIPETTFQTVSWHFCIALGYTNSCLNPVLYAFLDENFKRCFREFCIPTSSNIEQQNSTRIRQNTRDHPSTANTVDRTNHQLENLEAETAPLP
Target sequence (P41143 whole entry, looked up): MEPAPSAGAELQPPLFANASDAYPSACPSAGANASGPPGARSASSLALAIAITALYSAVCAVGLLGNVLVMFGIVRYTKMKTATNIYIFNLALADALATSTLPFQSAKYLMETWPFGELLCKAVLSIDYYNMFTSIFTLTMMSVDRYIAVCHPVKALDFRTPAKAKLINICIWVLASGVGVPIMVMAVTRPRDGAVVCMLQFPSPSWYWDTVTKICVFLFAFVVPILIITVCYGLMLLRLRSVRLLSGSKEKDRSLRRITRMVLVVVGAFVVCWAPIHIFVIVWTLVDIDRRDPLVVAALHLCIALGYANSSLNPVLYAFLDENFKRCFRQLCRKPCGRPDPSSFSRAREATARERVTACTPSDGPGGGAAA
OPRM1-OPRD1 ag – OPRM1-OPRD1 heterodimerization agonism | cells, luminescence | activation, % at 9.3 µM | 0.3% of 340,000 active; in the data active = activation above about 18%;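 also: 0% = vehicle-treated cells and 100% = reference agonist; values of inactives mirror those of a sister screen read the other way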
Arr AP2 block – human beta-arrestin and AP2 interaction inhibition; FITC-arrestin peptide / GST-AP2 beads, flow cytometry; AP2 beta2 appendage carries R879A mutation; 0.31% of 340,000 active; inhibition, % at 10 µM;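 active = inhibition above a set limit, near 3 SD of compounds lacking own fluorescence, cut at about 54% in these data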;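 also: plate controls were DMSO wells for no effect and 5 µM unlabelled arrestin peptide for full effect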
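Material – GST-tagged AP2 beta2-adaptin appendage (R879A) on 4 µm glutathione beads · Probe or stimulus – fluorescein-tagged arrestin peptide at 50 nM final · Timing – 12 min plus 1 h, RT · Detection – bead flow cytometry, FITC channel · Read-out basis – inhibition as reduced fluorescein signal on beads, percent · Medium – PBS plus Tween 20 (0.05%) and BSA (0.1%)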
cardiac RTF act – cardiac RTF calcium sensitization | P19429+P45379 | 0.24% of 340,000 active | activation, % at 7.2 µM | IANBD-labeled TnC RTF fluorescence at EC20 calcium; 0% EC20 calcium, 100% full calcium;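 active = activation above the mean over all tested compounds plus 3 SD, cut at about 30% in these data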;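 also: rise in fluorescence read as greater calcium sensitivity of cardiac thin filaments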
DSG3 Ab inh – blocks pemphigus antibody binding to human desmoglein-3. AID 588358. 0.48% of 310,000 active. binding (percent of control), % at 10 µM. P32926. DSG3-coupled beads, scFv-anti-DSG3-GFP binding, flow cytometry; hits give low values;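 active = binding more than 3 SD below its plate's average and above zero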;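 also: hits lower antibody fragment binding to DSG3; some compounds called inactive have numbers as strong as hits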
The depositor's hits bear a star; . = no result given.

1	C=CCN1C(=O)C2C(C(=O)NC3CCCCC3)C3C=CC2(O3)C1C(=O)NC1CCCC1 (centres undefined)
2	CC1CCC/C(=C\Nc2ccc(C(=O)O)cc2)C1=O (centres undefined)
3	Cc1ccc(CNC(=O)C2CC(c3cccc(F)c3)=NO2)cc1 (centres undefined)
4	CC(=O)N=c1cccc(NC(C)=O)n1O
5	Cc1ccc(NC(=O)c2ccc3c(c2)OCCO3)cc1
6	CC(=O)Nc1ccc(S(=O)(=O)NCCC(=O)OCC(=O)NC(C)c2ccc(Cl)cc2)cc1 (centres undefined)
7	N#CC(c1ccccc1)c1cccc(Cl)n1 (centres undefined)
8	CN(Cc1ccccc1)C(=O)c1nc2ccccn2c1CN1CCCC1c1nccs1 (centres undefined)
9	CCOC(=O)C(C)n1cnc2c(nnn2-c2ccc(C)cc2)c1=O (centres undefined)
10	COc1ccc(/C=C/C(=O)NC2CCCCC2C)cc1 (centres undefined)

assay / compound | 1 | 2 | 3 | 4 | 5 | 6 | 7 | 8 | 9 | 10
C-LANA FP | -1.6 | -2.6 | -0.2 | 1.2 | 0.0 | 1.2 | 0.5 | -0.3 | 0.5 | 1.1
Keap1 Nrf2 FP | 0 | 1 | -1 | 4 | -2 | -3 | 1 | -3 | -1 | -3
Wnt bcat act | -7 | 8 | -1 | -17 | . | -2 | -2 | -1 | . | 7
Cardiac RTF inh | 4 | 3 | 2 | -18 | 1 | -7 | . | -1 | 2 | -9
V-ATPase pH | -1 | -4 | 3 | 3 | 4 | 0 | -2 | 8 | 3 | -2
MOR-DOR inv ag | 6 | 15 | 13 | -8 | 15 | 12 | . | 15 | -9 | 14
OPRM1-OPRD1 ag | -1.0 | -3.0 | -2.3 | 1.3 | -2.6 | -3.0 | . | -3.2 | 1.7 | -2.9
Arr AP2 block | 21 | 15 | 6 | -10 | 40 | 6 | 8 | 8 | -8 | -4
cardiac RTF act | 8 | -4 | -1 | 4 | 4 | 2 | . | -4 | 1 | -7
DSG3 Ab inh | 96 | 99 | 105 | 100 | 105 | 103 | 106 | . | 103 | 124

11	Cc1onc(-c2ccccc2)c1C(=O)N(CC(C)C)c1c(N)n(CC(C)C)c(=O)[nH]c1=O
12	COc1cccc(CN2C(=O)CCC2(C)C(=O)NC2CCCC2)c1 (centres undefined)
13	COC(=O)Cc1[nH]nc2c1C(c1cc(OC)c(OC)c(OC)c1)C(C#N)=C(N)O2 (centres undefined)
14	CCCCCCNC(=O)c1cn(CC)c2cc(N3CCN(C)CC3)c(F)cc2c1=O
15	COc1cc(C(=O)Nc2ccc(C)c(S(=O)(=O)N(C)C)c2)ccc1OCC(=O)N1CCOCC1
16	C/C(=N\NC(=O)COc1c(C)cccc1C)c1cccs1
17	COc1ccc(CN(C)S(=O)(=O)c2ccc3c(c2)OCCO3)cc1
18	Cc1ccc(-n2c(N)cc(=O)nc2SCC(=O)N2CCN(c3ccccc3)CC2)cc1C
19	Cc1cc(S(=O)(=O)N2CCCC(N(C)CCc3ccccn3)C2)c(C)cc1Cl (centres undefined)
20	O=C(CN(Cc1ccco1)C(=O)Cn1nnc(-c2cccs2)n1)NCc1ccccc1

assay / compound | 11 | 12 | 13 | 14 | 15 | 16 | 17 | 18 | 19 | 20
C-LANA FP | -2.2 | 2.7 | 1.2 | 0.2 | -0.5 | 1.6 | -0.3 | -3.9 | 0.5 | -1.0
Keap1 Nrf2 FP | 1 | 2 | 1 | 1 | 0 | 3 | 0 | 6 | 0 | -3
Wnt bcat act | 1 | -9 | 1 | 0 | 10 | 8 | -2 | -3 | -4 | .
Cardiac RTF inh | -2 | -14 | 3 | -9 | -2 | -5 | 0 | -5 | 2 | 8
V-ATPase pH | -2 | 6 | -3 | 0 | -1 | 0 | 3 | -1 | 0 | 0
MOR-DOR inv ag | 10 | 7 | 5 | 3 | -2 | -18 | 8 | 11 | -9 | 13
OPRM1-OPRD1 ag | -1.8 | -1.2 | -0.9 | -0.7 | 0.2 | 3.3 | -1.5 | -1.9 | 1.6 | -2.2
Arr AP2 block | -12 | 25 | -4 | -1 | 50 | -14 | -4 | -7 | -4 | 4
cardiac RTF act | -4 | 4 | 4 | -1 | -3 | 3 | -5 | 2 | 2 | 1
DSG3 Ab inh | 98 | . | 100 | 104 | 99 | 105 | 106 | 105 | 106 | 100

21	O=C(c1cc(-c2cccc(O)c2)on1)N1CCCCCC1
22	COc1cc2c(cc1NC(=O)C(C)Sc1nc3ccccc3n1C)oc1ccccc12 (centres undefined)
23	O=C1Oc2ccccc2C(=O)/C1=C/N1CCN(c2ccccc2F)CC1
24	C#CCOCCOCCOCCNc1nc(N2CCN(C(=O)C([C@@H](C)O)n3cc([C@@H](N)CCCCN)nn3)CC2)nc(N2CCN(C(=O)[C@H](CCC(=O)O)n3cc([C@@H](N)CCCCN)nn3)CC2)n1 (some centres undefined)
25	CC(=O)Cn1nnc2sc(-c3ccccc3)cc2c1=O
26	COCCSc1ccccc1C(=O)Nc1nccs1
27	COc1ccc(/C=N/Nc2nc3ccccc3c(=O)n2-c2ccccc2)cc1OC
28	CC1(C)C(C#N)=C(N)Oc2c1c(=O)oc1ccccc21
29	CC(=O)Nc1ccc(NC(=O)c2ccc(NS(=O)(=O)c3cccc4cccnc34)cc2)cc1
30	O=C(N/N=C/c1cn(-c2ccccc2)nc1-c1cc2ccccc2o1)c1c[nH]c2ccccc12

assay / compound | 21 | 22 | 23 | 24 | 25 | 26 | 27 | 28 | 29 | 30
C-LANA FP | 0.1 | 0.0 | -0.2 | 2.2 | 0.2 | -1.5 | 0.5 | -1.8 | 1.3 | -1.3
Keap1 Nrf2 FP | -1 | -6 | -4 | -6 | -5 | -4 | -1 | -3 | 3 | -1
Wnt bcat act | 37* | -4 | 0 | 4 | 12 | 0 | -1 | 0 | -2 | -11
Cardiac RTF inh | -15 | -8 | -9 | 7 | -7 | 3 | -1 | 6 | -6 | -3
V-ATPase pH | -4 | -3 | -5 | 2 | -4 | -2 | 0 | -1 | -3 | 0
MOR-DOR inv ag | 12 | 8 | -1 | 5 | 7 | 11 | 15 | 4 | 4 | 16
OPRM1-OPRD1 ag | -2.0 | -1.6 | 0.1 | -0.9 | -1.4 | -1.8 | -2.8 | -0.7 | -0.9 | -3.1
Arr AP2 block | 5 | -2 | 13 | 1 | -3 | -10 | 24 | -6 | -1 | 36
cardiac RTF act | -3 | 3 | -4 | 4 | 3 | 6 | -6 | -5 | 1 | 0
DSG3 Ab inh | . | . | 114 | 106 | 100 | 95 | 81 | 100 | 106 | 94

31	CCNS(=O)(=O)c1ccc(CCC(=O)Nc2ccc3c(c2)OCO3)cc1
32	CN1C(=O)CC(N2CCC(C(N)=O)CC2)C1=O (centres undefined)
33	Cc1cc(C)n(-c2ccc(F)cc2CN2CCN(Cc3ccccc3)C(CCO)C2)n1 (centres undefined)
34	CC(=O)N1CCN=C1SCc1cccc(C(F)(F)F)c1
35	CC1(C)OC(=CC=Nc2ccc(Cl)cc2)OC1(C)C
36	CC(=O)C1=C(O)C(=O)N(CCN2CCOCC2)C1c1ccccc1 (centres undefined)
37	COc1ccc(-c2cc(C(F)F)n3ncc(C(=O)Nc4cc(C)on4)c3n2)cc1
38	CC(C)NC(=O)c1c(O)c2ccccc2[nH]c1=O
39	COc1ccccc1CNC(=O)COC(=O)COc1ccccc1Cc1ccccc1
40	CC(=O)NC(CC(=O)Oc1ccc(C)cc1Br)c1ccccc1 (centres undefined)

assay / compound | 31 | 32 | 33 | 34 | 35 | 36 | 37 | 38 | 39 | 40
C-LANA FP | -1.2 | -1.0 | -0.4 | 1.5 | -1.0 | 2.1 | -2.1 | -0.3 | -0.1 | 0.5
Keap1 Nrf2 FP | 3 | -3 | 7 | -2 | -7 | 1 | 2 | -2 | 0 | 2
Wnt bcat act | -1 | . | 0 | 2 | 2 | . | -11 | 6 | 1 | -2
Cardiac RTF inh | -2 | 0 | -8 | -14 | -5 | -4 | 1 | -8 | -12 | 0
V-ATPase pH | -1 | 0 | 1 | 1 | 6 | 3 | -30 | 2 | 2 | -1
MOR-DOR inv ag | 9 | -27 | -7 | 9 | 11 | 6 | 4 | -7 | -17 | 11
OPRM1-OPRD1 ag | -1.7 | 4.7 | 1.4 | -1.5 | -2.1 | -1.0 | -0.9 | 1.3 | 2.6 | -2.2
Arr AP2 block | -1 | 7 | 2 | 2 | 7 | 1 | 104* | 0 | 9 | 20
cardiac RTF act | 0 | -6 | -8 | 1 | 3 | 0 | 6 | 1 | -5 | -2
DSG3 Ab inh | 107 | 103 | 102 | . | 101 | 102 | 76 | 103 | 95 | 105

41	CCCCNC(=O)CCn1c(=O)c2ccccc2n(Cc2cc(C)ccc2C)c1=O
42	COc1ccc(N2CCN(C(=O)C3CCN(S(=O)(=O)N4CCOCC4)CC3)CC2)cc1
43	CCOc1ccc(S(=O)(=O)NN2Cc3ccccc3C2=N)cc1
44	NC(=O)CC(NC(=O)Cc1ccc(Cl)cc1)c1ccc(NC2CCN(Cc3ccccc3)CC2)c([N+](=O)[O-])c1 (centres undefined)

assay / compound | 41 | 42 | 43 | 44
C-LANA FP | 2.7 | -0.9 | 3.5 | 0.4
Keap1 Nrf2 FP | -1 | -5 | -5 | -11
Wnt bcat act | -2 | . | -1 | -6
Cardiac RTF inh | 2 | -3 | 4 | 6
V-ATPase pH | -1 | 3 | 2 | 3
MOR-DOR inv ag | 5 | 8 | 15 | .
OPRM1-OPRD1 ag | -0.9 | -1.3 | -2.9 | .
Arr AP2 block | 18 | -5 | 30 | -13
cardiac RTF act | -5 | 3 | -2 | -1
DSG3 Ab inh | 82 | 108 | 97 | 100

Arranged by SMILES length (smallest number first): some entries from above.
38	CC(C)NC(=O)c1c(O)c2ccccc2[nH]c1=O
43	CCOc1ccc(S(=O)(=O)NN2Cc3ccccc3C2=N)cc1
39	COc1ccccc1CNC(=O)COC(=O)COc1ccccc1Cc1ccccc1
41	CCCCNC(=O)CCn1c(=O)c2ccccc2n(Cc2cc(C)ccc2C)c1=O

assay / compound | 38 | 43 | 39 | 41
C-LANA FP | -0.3 | 3.5 | -0.1 | 2.7
Keap1 Nrf2 FP | -2 | -5 | 0 | -1
Wnt bcat act | 6 | -1 | 1 | -2
Cardiac RTF inh | -8 | 4 | -12 | 2
V-ATPase pH | 2 | 2 | 2 | -1
MOR-DOR inv ag | -7 | 15 | -17 | 5
OPRM1-OPRD1 ag | 1.3 | -2.9 | 2.6 | -0.9
Arr AP2 block | 0 | 30 | 9 | 18
cardiac RTF act | 1 | -2 | -5 | -5
DSG3 Ab inh | 103 | 97 | 95 | 82

Structures shown so far containing a furan ring, fused or not:
20	O=C(CN(Cc1ccco1)C(=O)Cn1nnc(-c2cccs2)n1)NCc1ccccc1
22	COc1cc2c(cc1NC(=O)C(C)Sc1nc3ccccc3n1C)oc1ccccc12 (centres undefined)
30	O=C(N/N=C/c1cn(-c2ccccc2)nc1-c1cc2ccccc2o1)c1c[nH]c2ccccc12

assay / compound | 20 | 22 | 30
C-LANA FP | -1.0 | 0.0 | -1.3
Keap1 Nrf2 FP | -3 | -6 | -1
Wnt bcat act | . | -4 | -11
Cardiac RTF inh | 8 | -8 | -3
V-ATPase pH | 0 | -3 | 0
MOR-DOR inv ag | 13 | 8 | 16
OPRM1-OPRD1 ag | -2.2 | -1.6 | -3.1
Arr AP2 block | 4 | -2 | 36
cardiac RTF act | 1 | 3 | 0
DSG3 Ab inh | 100 | . | 94
